D2 antag = D2 dopamine receptor (human) antagonism | P14416 | HEK293 TREx D2 cells, calcium flux, dopamine EC80 | inhibition, % at 10 µM | hit rate 2% among 340,000 | AID 485344; in the data active means inhibition above about 30%; further: 0% is about no effect
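Inhibition of EC80 dopamine-driven calcium flux, recorded kinetically, defines activity here; cells are a tetracycline-induced HEK293 T-REx line expressing force-coupled D2.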
Pin1 inh = inhibitors of human Pin1. Q13526. AID 504891. Pin1 FP peptide displacement, HiFluor488, 10 min. Potency, µM (titrated, usually from 115 µM), without a hit: top-dose activity, negative = inhibition, actives largely listed as inhibitors. hit rate 0.009% among 390,000; active means well fitted inhibition curve with a large enough effect in the polarisation, with a control signal flat, not every such curve was filed as active; inconclusive means small, poorly fitted or top-dose-only effect, or effect the other way, or a change in a side signal; inactive means no such curve, though single readings can be large or run the other way; the % refers to the polarisation; further: potency means the concentration at half of the fitted maximal effect; on the % scale 0 is the no-effect control and ±100 the full control effect
Target sequence (Q13526 whole entry, looked up): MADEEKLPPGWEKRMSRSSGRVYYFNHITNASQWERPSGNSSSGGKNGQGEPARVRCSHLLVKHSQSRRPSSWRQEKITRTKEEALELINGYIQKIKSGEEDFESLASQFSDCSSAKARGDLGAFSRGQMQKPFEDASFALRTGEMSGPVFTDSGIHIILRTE
D2 agonist = D2 dopamine receptor (human) agonism; P14416; HEK293 T-REx D2 cells, calcium flux agonist mode; activation, % at 2 µM; hit rate 0.53% among 340,000; AID 485358;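 active means activation over 3 SD above normal in the single-dose calcium agonist read, cut at about 30% in these data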; further: 0% is about no effect
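Agonism scored from kinetic calcium signal (1 read/sec, 180 s) following compound pin transfer, after a 10 s baseline. Cells: HEK293 Trex line expressing inducible D2 receptor coupled to calcium, dye-loaded after overnight culture at 30 C.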
rTrxR1 inhibitor = rat TrxR1 inhibition; AID 588453; Potency, µM (top dose mostly 114 µM), without a hit: at the highest dose activity change, negative = inhibition, most hits filed as inhibitors; hit rate 1% among 390,000; recombinant rTrxR1, NADPH fluorescence consumption, selenite substrate; O89049; further: potency means the concentration at half of the fitted maximal effect; on the % scale 0 is the no-effect control and ±100 the full control effect; nearly all actives have a fitted effect of over 65% in size
Target sequence (O89049 whole entry, looked up): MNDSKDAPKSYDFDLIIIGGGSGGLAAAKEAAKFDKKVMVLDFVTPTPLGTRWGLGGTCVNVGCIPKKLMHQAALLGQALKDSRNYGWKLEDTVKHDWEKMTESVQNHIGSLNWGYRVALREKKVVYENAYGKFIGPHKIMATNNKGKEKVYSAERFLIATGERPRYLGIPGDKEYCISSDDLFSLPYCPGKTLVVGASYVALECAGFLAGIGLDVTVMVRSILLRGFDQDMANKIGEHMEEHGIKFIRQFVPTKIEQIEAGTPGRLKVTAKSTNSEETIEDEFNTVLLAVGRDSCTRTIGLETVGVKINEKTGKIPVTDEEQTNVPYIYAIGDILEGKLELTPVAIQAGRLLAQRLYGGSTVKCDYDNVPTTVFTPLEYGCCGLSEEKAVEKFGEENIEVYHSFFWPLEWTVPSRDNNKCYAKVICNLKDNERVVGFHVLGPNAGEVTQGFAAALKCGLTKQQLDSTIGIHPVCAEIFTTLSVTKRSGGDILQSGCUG
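Rat TrxR1 (90 nM in the dispensed reagent) was pre-reduced with 400 uM NADPH for 5 min at room temperature, then incubated with compound for 15 min. After 400 uM selenite was added, NADPH fluorescence (Ex 340/Em 450 nm) was followed for 8 min.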
TRHR agonist = agonists of human TRH receptor; AID 493084; TRHR cells, calcium flux fluo-8, FDSS agonist mode; hit rate 0.18% among 360,000; activation, % at 2 µM; P34981; in the data active means activation above about 30%; further: 0% is about no effect
Target sequence (P34981 whole entry, looked up): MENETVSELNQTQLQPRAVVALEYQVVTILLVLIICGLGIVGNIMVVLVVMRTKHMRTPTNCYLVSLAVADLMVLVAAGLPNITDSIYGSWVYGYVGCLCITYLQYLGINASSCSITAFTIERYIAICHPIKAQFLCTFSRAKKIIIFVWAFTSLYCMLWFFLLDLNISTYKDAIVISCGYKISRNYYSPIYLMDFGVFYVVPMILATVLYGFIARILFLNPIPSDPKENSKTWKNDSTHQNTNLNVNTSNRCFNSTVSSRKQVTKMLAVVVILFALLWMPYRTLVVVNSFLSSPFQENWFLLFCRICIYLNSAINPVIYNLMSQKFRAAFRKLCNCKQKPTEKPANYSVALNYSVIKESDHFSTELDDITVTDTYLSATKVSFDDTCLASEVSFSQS
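In this calcium-flux screen, cells bearing human TRHR are dye-loaded with fluo-8, baselined for 10 cycles, then exposed to library compounds; positive kinetic calcium responses during the agonist phase mark hits, with TRH as control.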
USP1 inh = blocks the human USP1/UAF1 deubiquitinase complex; O94782; recombinant USP1/UAF1, Ub-Rhodamine cleavage fluorescence; Potency, µM (titrated, usually from 57.1 µM), for the others: at the top dose activity change, negative = inhibition, actives largely listed as inhibitors; hit rate 0.23% among 390,000; AID 743255; further: potency means the concentration at half of the fitted maximal effect; on the % scale 0 is the no-effect control and ±100 the full control effect; nearly all actives have a fitted effect of over 60% in size; inactives centre near -12
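High-throughput fluorogenic screen: 1nM USP1/UAF1 complex, Ub-Rho substrate 150nM final, 50mM HEPES pH 7.8 with 0.5mM EDTA, 0.1 mg/ml BSA, 1mM TCEP and 0.01% Tween-20.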
mIDH1 inhibitor = inhibitors of human mutant IDH1 R132H. IDH1-R132H enzyme, NADPH consumption, diaphorase/resazurin fluorescence. hit rate 0.093% among 390,000. Potency, µM (titrated, usually from 76.6 µM), for inactives: at the top dose activity change, negative = inhibition, usual class: inhibitors. O75874. AID 602179; further: potency means the concentration at half of the fitted maximal effect; on the % scale 0 is the no-effect control and ±100 the full control effect; nearly all actives have a fitted effect of over 65% in size
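IDH1-R132H (0.5 ug/mL) preincubated 30 min with compound, then NADPH (0.016 mM) and alpha-KG (2 mM) added; 80 min at RT, pH 7.5. Remaining NADPH coupled via diaphorase/resazurin to fluorescence (540/590 nm); concentration-response curves normalized to no-enzyme control.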
TRHR enhancer = TRH receptor (human) allosteric enhancement | TRHR cells, fluo-8 calcium fluorescence, EC20 TRH enhancement | P34981 | enhancement, % at 2 µM | hit rate 0.66% among 360,000; in the data active means enhancement above about 30%; further: 0% is about no effect
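TRHR-expressing cells loaded with fluo-8 calcium dye were read kinetically (ex 480/em 530) during compound addition, then stimulated with an EC20 of TRH (10 nM final). Enhancement of the Gq-mediated intracellular calcium response was scored.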
TrxR1 substrate = rat thioredoxin reductase 1 substrate activity; O89049; purified TrxR1 substrate turnover, NADPH consumption readout; Potency, µM (doses to about 114 µM), for inactives: top-dose activity change, negative = substrate turnover; hit rate 0.01% among 390,000; further: potency means the concentration at half of the fitted maximal effect; on the % scale 0 is the no-effect control and ±100 the full control effect; nearly all actives have a fitted effect of over 50% in size
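Rat TrxR1, dispensed at 90 nM, was prereduced with 400 uM NADPH (final) for 5 min at ~22 deg C, then incubated with compound 15 min before 400 uM selenite. A first-read NADPH fluorescence drop versus no-compound background flagged substrates.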
Active calls of the source: *; ? = inconclusive; · = no result given; [ ] = remark or other dose. Unless noted, the call rests on the fitted dose curve; in most records, active means well fitted inhibition curve with a large enough effect; inconclusive means small, poorly fitted or top-dose-only effect; inactive means no such curve, though single readings can be large or run the other way. Not all compounds are listed; count on the stated rates, not on these rows.

Results follow in this order: TRHR enhancer	D2 agonist	D2 antag	USP1 inh	TRHR agonist	mIDH1 inhibitor	Pin1 inh	rTrxR1 inhibitor	TrxR1 substrate
> CC(=O)N1CCCC(C(=O)c2ccc3c4c(cccc24)CC3)C1 (stereo not given)
  27	-0.8	-15	-27%	-1.8	-1%	1%	8%	24%
> O=C(CN1CCN(Cc2cccc(Cl)c2)C1=O)NCC1CCCO1 (stereo not given)
  -6	0.6	-10	-8%	0.1	2%	-3%	21%	6%
> O=C(c1cc([N+](=O)[O-])ccc1Cl)N1CCN(Cc2ccccc2)CC1
  -3	-0.4	-3	-14%	-0.3	-6%	-1%	27%	4%
> COc1ccccc1C(=O)COC(=O)CNS(=O)(=O)c1ccc(C)cc1
  0	2.4	2	2%	0.0	-2%	-5%	17%[57.1 µM]	-5%
> CN(C)C(=O)Nc1ccccc1CC[N+](=O)[O-]
  1	1.8	3	-3%	0.3	6%	5%	19%[57.1 µM]	8%
> Cc1ccc(C(=O)N2CCC3(CC2)NCCc2[nH]cnc23)cc1
  14	0.6	-12	-9%	0.6	4%	2%	7%	4%
> CN1C(=O)NC(=O)C1c1ccccc1 (stereo not given)
  ·	·	·	-1%	·	-4%	-1%	-23%	-9%
> Cc1ccc(C(CNC(=O)Nc2ccccc2)N2CCN(C)CC2)cc1 (stereo not given)
  4	0.2	14	-14%	0.4	-17%	-4%	11%	-1%
> O=C(NCCc1c[nH]c2ccccc12)c1ccc([N+](=O)[O-])cc1
  19	-1.5	-16	-5%	-0.4	4%	-5%	-9%	-10%
> COc1ccccc1/C=C(\C#N)C(=O)Nc1ccc(S(N)(=O)=O)cc1
  1	1.2	13	-14%	0.3	-7%	12%	-1%	8%
> COc1ccc(C2CC(C(F)(F)F)n3ncc(C(=O)Nc4c(C)n(C)n(-c5ccccc5)c4=O)c3N2)cc1 (stereo not given)
  -4	-0.3	-2	?	0.2	4%	-7%	13%	9%
> CCC(C)NC(=O)c1nn(-c2ccc(C)cc2)c(=O)n(C)c1=O (stereo not given)
  5	-1.9	·	-32%	0.0	2%	-18%	24%[57.1 µM]	-3%[57.1 µM]
> NC(=O)NNC1=Nc2cccc3cccc1c23
  3	4.3	-18	-5%	0.0	9%	2%	7%[57.1 µM]	-14%[57.1 µM]
> COC(=O)CNC(=O)c1ccc(=O)oc1
  0	1.0	11	-14%	0.7	3%	-4%	5%[57.1 µM]	-15%
> O=C(NC(Cc1c[nH]c2ccccc12)C(=O)N/N=C/c1cccnc1)c1cccs1 (stereo not given)
  -5	0.4	1	-4%	0.2	13%	1%	40%[activator][57.1 µM]	17%
> COc1ccc(N(CC(=O)N/N=C/c2ccc(F)cc2)S(=O)(=O)c2ccccc2)cc1
  11	0.2	7	-19%	-0.1	0%	-8%	9%	-3%
> COc1cccc(NC(=O)C2CCCN(S(=O)(=O)c3ccc4[nH]c(=O)ccc4c3)C2)c1 (stereo not given)
  -1	0.0	·	-13%	-0.1	-12%	0%	30%[57.1 µM]	3%[57.1 µM]
> Cc1ccc(CN(CC(=O)NCCc2ccccc2)C(=O)c2csnn2)cc1
  -3	-2.5	10	-9%	0.1	-1%	-3%	11%	7%
> CCN1/C(=C/c2cc[n+](C)cc2)C=Cc2cc(C)ccc21
  5	0.9	3	?	-0.1	7%	14%	-28%	-8%
> O=C(NCc1ccco1)c1cc(Cl)nc(Cl)c1
  -4	0.6	3	-6%	-0.3	-3%	-1%	?	3%
> COc1ccc(NC(=O)NCCCCc2ccccc2)cc1
  0	-0.3	-4	-15%	-1.0	-4%	3%	11%	3%
> COc1ccc(OCCOc2ccc(S(=O)(=O)N3CCCC3)cc2C(N)=O)cc1
  -14	0.2	-6	-2%	-1.2	1%	-5%	3%	-2%
> COc1ccc(C)cc1S(=O)(=O)N(CC(=O)N1CCCC1)c1ccccc1
  7	1.1	-9	-14%	-0.3	5%	-5%	-5%[57.1 µM]	4%[57.1 µM]
> Cc1ccc(S(=O)(=O)N2CCC(C(=O)OCC(=O)NC(C)c3ccc(F)cc3)CC2)cc1C (stereo not given)
  -8	0.3	12	-12%	-0.1	-3%	8%	14%	-8%
> Cc1ccc2c(CN3CCN(S(=O)(=O)c4ccc(Cl)cc4)CC3)cc(=O)oc2c1C
  -1	-0.4	6	-12%	0.1	6%	17%	9%	0%
> CS(=O)(=O)N1CCN(c2ccccc2NC(=O)c2cccc3ccccc23)CC1
  6	-0.7	2	-17%	-0.4	-4%	4%	7%	3%
> CCNc1nc(NC(C)C)nc(N(C#N)CC(=O)OC)n1
  1	0.4	11	-17%	-0.4	-3%	2%	21%	10%
> O=S(=O)(Nc1cccc(S(=O)(=O)N2CCCCC2)c1)c1ccc(Cl)s1
  ·	·	·	-20%	·	0%	0%	-1%	-12%
> Cc1cc(=O)oc2c3c(ccc12)OCN(Cc1ccccc1Cl)C3
  2	-0.1	·	-18%	-0.2	17%	-3%	-8%	·
> C=CC[C@@H](CC(=O)N[C@H](CO)Cc1ccccc1)C(=O)NC[C@@H](OC(=O)[C@@H](CC=C)Cc1ccc(F)cc1)c1ccccc1
  ·	·	·	-8%	·	-6%	-18%	14%[57.1 µM]	7%[57.1 µM]
> Cn1c(N)c(C(=O)COC(=O)/C=C/c2cccc(C(F)(F)F)c2)c(=O)n(C)c1=O
  5	1.0	-17	1%	0.1	0%	0%	-20%	-17%
> O=C(NCc1ccco1)C1CN(S(=O)(=O)c2ccccc2)CCN1S(=O)(=O)c1ccccc1 (stereo not given)
  2	0.0	6	7%	-0.5	8%	-3%	-11%	2%
> CC(C)CC(=O)Nc1cccc2c1C(=O)N(c1ccccc1)C2=O
  -3	-2.1	-14	-22%	-0.3	8%	?	-1%	-10%
> COC(=O)c1ccccc1NC(=O)CSc1nnc(-c2cccc(NC(C)=O)c2)n1C
  0	0.3	22	-11%	-0.7	-1%	-1%	-15%	10%[57.1 µM]
> COc1ccc(NC(=O)c2[nH]nc3c2CSc2ccccc2-3)c(OC)c1
  -6	1.0	·	-8%	-0.2	-5%	5%	14%	0%
> CCN1CCOC(CC(=O)Nc2ccc([N+](=O)[O-])cc2)C1=O (stereo not given)
  2	0.4	-4	-11%	0.6	1%	-2%	-22%	-14%
> CN(C)c1nc(C(=O)NN)nc(N(C)C)n1
  -3	1.0	-10	-3%	0.8	6%	3%	9%	1%
> O=C(NCc1n[nH]c(=S)n1-c1cccc(Cl)c1)c1ccc(S(=O)(=O)N2CCCC2)cc1
  8	-0.3	1	-9%	-3.2	1%	3%	-3%	2%
> C=C[C@@](C)(O)CC[C@@H]1[C@@]2(C)CCCC(C)(C)[C@@H]2CC[C@@]1(C)O
  -6	-0.1	2	-9%	-0.7	-3%	-1%	-4%	-8%
> O=C(/C=C/c1ccc([N+](=O)[O-])o1)NNC(=O)c1ccc(F)cc1
  3	0.0	11	-18%	0.1	-9%	-1%	3.2µM*	-8%
> CN(Cc1ccc(C(C)(C)C)cc1)C(=O)c1ccc2c(c1)OCO2
  2	-0.3	-14	-8%	0.3	-3%	3%	-9%[57.1 µM]	-11%[57.1 µM]
> CCOc1ccccc1NC(=O)C1CCN(S(=O)(=O)c2cccc3nonc23)CC1
  -3	-0.7	·	-15%	-0.3	20%	4%	1%[57.1 µM]	4%[57.1 µM]
> N#Cc1cccc(NC(=O)CN2C(=O)NC(Cc3ccccc3)C2=O)c1 (stereo not given)
  0	0.8	9	-7%	0.5	14%	-1%	7%	5%
> COC(=O)c1ccccc1S(=O)(=O)N1CCC(C(=O)OC(C)C(=O)Nc2ccccc2OC)CC1 (stereo not given)
  20	-2.6	15	-18%	-1.0	11%	6%	8%	5%
> CCCCOCCCNC(=O)Cc1cccs1
  8	-0.7	0	-14%	0.1	3%	12%	-12%	-1%
> CN(C)N1C(N)=C(C#N)C(c2cccnc2)C2=C1CCCC2=O (stereo not given)
  4	-2.5	10	-19%	-0.5	4%	-6%	15%[57.1 µM]	-20%[57.1 µM]
> CCOc1ccc(C(=O)OC(C)CN2CCCCC2)cc1 (stereo not given)
  -10	-1.9	-26	-18%	0.0	-4%	-7%	11%	-1%
> Cc1ccc(CNC(=O)COC(=O)CCOc2ccc(C)cc2)cc1
  17	-1.0	-22	-19%	-0.6	-1%	2%	11%[57.1 µM]	-2%[57.1 µM]
> CC(=O)c1cccc(NC(=O)c2c(C)nn(-c3ccc(F)cc3)c2-n2cccc2)c1
  -2	-0.6	·	-34%	1.0	4%	0%	15%	-3%
> Cc1ccc(C(=O)/C=C/Nc2ccccc2C(N)=O)o1
  -5	0.4	0	-2%	-0.1	2%	0%	?	9%
> NC(=O)c1ccc(NC(=O)CN2CCN(S(=O)(=O)c3ccc4c(c3)OCCO4)CC2)cc1
  4	-0.2	2	-10%	0.4	-9%	4%	-3%	-1%
> COc1cccc(C2C3=C(CCCC3=O)Nc3nc(-c4cc(OC)c(OC)c(OC)c4)nn32)c1 (stereo not given)
  1	-0.6	4	-19%	-0.2	8%	8%	-5%[57.1 µM]	3%[57.1 µM]
> CCN(CC(=O)Nc1c(F)cccc1F)C(=O)c1ccc(S(=O)(=O)NCc2ccco2)cc1
  3	1.2	-4	-9%	1.3	11%	-10%	-11%	-4%
> N#Cc1ccccc1Cn1cc(/C=N/Nc2ccc([N+](=O)[O-])cn2)c2ccccc21
  -7	1.7	5	-2%	5.7	3%	?	18%[57.1 µM]	-3%
> COc1cccc(NC(=O)n2nc(N)cc2-c2ccc(Cl)cc2)c1
  4	0.9	9	-25%	-0.2	10%	-7%	19%[57.1 µM]	0%[57.1 µM]
